SUMO1 PPI mod – alters human SUMO1 binding to SIM partners. 360,000 compounds, 0.33% hits. AID 602429. inhibition, % at 20 µM. SUMO1 binding to a labelled peptide, TR-FRET, 1 h. P63165; in the data active = inhibition above about 37%
Target sequence (P63165 whole entry, looked up): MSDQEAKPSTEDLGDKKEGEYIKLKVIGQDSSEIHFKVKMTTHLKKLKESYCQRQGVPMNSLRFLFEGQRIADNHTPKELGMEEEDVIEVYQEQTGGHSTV
SKN-1 block – inhibitors of C. elegans SKN-1; AID 624304; C. elegans VP596 Pgst-4::GFP/RFP ratio, acrylamide-induced, 24 h; 360,000 compounds, 0.49% hits; inhibition, % at 21.8 µM;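 active = interference check ratio from 0.5 to 1.5 plus GFP to RFP signal ratio inhibition reaching or exceeding a fixed threshold, cut at about 30% in these data, passing the limit was not always enough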; also: some compounds called inactive have numbers as strong as hits
DNMT1 block – DNMT1 (human) enzyme inhibition. DNMT1 molecular beacon, Hinp1I cleavage, fluorescence. inhibition (reported as % activation of signal), % at 10 µM. P26358. 360,000 compounds, 0.83% hits; in the data active = inhibition above about 50%
NadD block – blocks S. aureus nicotinate mononucleotide adenylyltransferase. 360,000 compounds, 0.78% hits. purified NadD enzyme, colorimetric absorbance read-out. inhibition, % at 20 µM; in the data active = inhibition above about 26%; also: some compounds past the cut are filed as inactive
STEP inh – inhibitors of human striatal-enriched phosphatase STEP. recombinant STEP, OMFP fluorogenic substrate, fluorescence. 360,000 compounds, 0.25% hits. AID 588621. inhibition, % at 20 µM;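 active = inhibition at 20 µM, scaled per plate between control wells, above about 37%, limit read from the data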;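 also: 0% = DMSO with enzyme and substrate and 100% = substrate only without enzyme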
Target sequence (P54829 whole entry, looked up): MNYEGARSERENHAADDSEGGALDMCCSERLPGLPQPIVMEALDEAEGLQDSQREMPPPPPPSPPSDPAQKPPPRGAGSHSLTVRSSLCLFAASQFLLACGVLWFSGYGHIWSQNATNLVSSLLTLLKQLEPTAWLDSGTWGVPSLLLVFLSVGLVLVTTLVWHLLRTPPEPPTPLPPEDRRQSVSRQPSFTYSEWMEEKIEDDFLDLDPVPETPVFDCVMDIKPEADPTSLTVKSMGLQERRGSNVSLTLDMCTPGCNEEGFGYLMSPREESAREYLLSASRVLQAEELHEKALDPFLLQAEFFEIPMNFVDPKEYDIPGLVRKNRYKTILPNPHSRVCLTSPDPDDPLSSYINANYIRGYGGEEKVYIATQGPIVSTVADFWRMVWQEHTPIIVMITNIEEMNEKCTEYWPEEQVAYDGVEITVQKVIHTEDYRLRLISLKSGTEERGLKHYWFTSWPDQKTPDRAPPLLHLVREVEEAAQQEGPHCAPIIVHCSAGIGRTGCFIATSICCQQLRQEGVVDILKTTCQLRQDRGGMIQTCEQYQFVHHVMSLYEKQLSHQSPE
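Assay system: isolated STEP enzyme. Buffer or medium: pH 6.0 Bis-Tris with DTT and Tween 20. Also added: fluorogenic phosphatase substrate OMFP at 25 µM final. Dosing: 20 µM, 1% DMSO. Timing: 20 min reaction, room temperature, in the dark. Measured by: fluorescence intensity, excitation 480 nm, emission 540 nm. Evaluation: normalized % inhibition.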
Neddyl block – cullin neddylation inhibition | P61081+Q13564 | TR-FRET cullin neddylation, biochemical | calls only at 25 µM | 360,000 compounds, 0.58% hits; in the data active = inhibition above about 36%
LMPTP inh – blocks human LMPTP phosphatase; P24666; recombinant LMPTP-A, OMFP fluorogenic substrate, fluorescence intensity; inhibition, % at 20 µM; 360,000 compounds, 0.22% hits; AID 651560;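 active = compounds that cut the enzyme signal by at least half of the control window in the single-dose screen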;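 also: plate controls were DMSO wells with enzyme plus substrate for no effect and substrate without enzyme for full effect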
Target sequence (P24666 whole entry, looked up): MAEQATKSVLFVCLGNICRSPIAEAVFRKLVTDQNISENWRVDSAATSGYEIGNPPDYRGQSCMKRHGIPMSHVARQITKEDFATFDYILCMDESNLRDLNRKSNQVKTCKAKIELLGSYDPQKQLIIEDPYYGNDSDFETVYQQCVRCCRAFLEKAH
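Assay system: LMPTP-A phosphatase enzyme | Input: 0.625 nM enzyme | Also added: Fluorogenic phosphatase substrate OMFP at 400 µM final | Compound dosing: One test concentration per compound, 20 µM, with 3% DMSO overall | Schedule: 50 min enzyme reaction at room temperature, protected from light | Signal: Fluorescence intensity | Benchmarks: no-enzyme and uninhibited controls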
CendR NRP1 mod – modulators of CendR peptide binding to human neuropilin-1; AID 602438; inhibition, % at 25 µM; 360,000 compounds, 0.85% hits; O14786; FAM-RPARPAR peptide binding to NRP-1, fluorescence polarization;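 active = inhibition or corrected inhibition above about 18%, plus a signal ratio from 0.5 to 1.5, limit read from the data, passing the limit was not always enough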; also: strong numbers were not always called active
Scp-1 inhibitor – Scp-1 (human) phosphatase inhibition; Q9GZU7; Recombinant Scp1, phosphopeptide, malachite green phosphate absorbance; inhibition, % at 20 µM; 340,000 compounds, 0.88% hits;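 active = inhibition above about 50% at 20 µM, limit read from the data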;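 also: plate controls were DMSO wells with enzyme for no effect and wells lacking enzyme for full effect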
Target sequence (Q9GZU7 76-261 limits assumed): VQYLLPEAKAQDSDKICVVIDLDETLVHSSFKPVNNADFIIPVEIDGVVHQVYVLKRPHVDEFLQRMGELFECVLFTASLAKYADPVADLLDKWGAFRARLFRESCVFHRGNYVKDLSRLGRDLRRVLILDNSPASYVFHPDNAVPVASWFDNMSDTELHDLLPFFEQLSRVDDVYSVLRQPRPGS
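Incubation: 45 min enzyme reaction at room temperature / System: truncated SCP-1 phosphatase (76-261aa) / Reagent: Phospho 17-mer peptide substrate / Buffer or medium: Acidic Tris acetate buffer with magnesium and detergent / Signal: absorbance at 630 nm / Doses: one concentration, 20 µM, with 1.0% DMSO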
Tb MetRS inh – blocks T. brucei methionyl-tRNA synthetase activity. purified T. brucei MetRS, ATP depletion, Kinase-Glo luminescence. inhibition, % at 11.9 µM. 360,000 compounds, 0.4% hits. AID 624268;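 active = inhibition above a per-plate cutoff of the control wells' mean inhibition plus 3 SD, cut at about 5.5% in these data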;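 also: 0% = DMSO wells median and 100% = median of wells with control inhibitor compound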
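Material: T. brucei methionyl-tRNA synthetase, purified; reagent: substrates ATP, L-methionine and bulk Escherichia coli tRNA; dosing: 11.9 µM single point; timing: 15 min plus 2 h at 25 °C; detection: luminescence of leftover ATP; evaluation: % inhibition; control set: DMSO-only wells as low control; replicates: singlicate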
* marks the source's active call; other numbers are inactive results; i = inactive; . = no result given.

Value order: Scp-1 inhibitor	SUMO1 PPI mod	SKN-1 block	STEP inh	DNMT1 block	CendR NRP1 mod	Tb MetRS inh	NadD block	Neddyl block	LMPTP inh
- COc1ccc(-n2c(C)nc3c(cnn3-c3ccc(Cl)cc3)c2=O)cc1
 : -17	1	-5	-1	0	1	-0.5	-7	i	0.1
- O=C(NCc1ccccc1)C(=O)NCC1COc2ccccc2O1 (stereo unspecified)
 : -9	-3	-16	-2	3	-1	-0.1	-6	i	0.4
- O=c1[nH]c(/C=C/c2ccccc2Cl)c([N+](=O)[O-])c(=O)[nH]1
 : -10	5	18	1	15	-75	-0.2	2	i	1.8
- C=CCOc1ccccc1CN1CCCN(C)CC1
 : -4	0	-9	2	0	-8	-0.2	-1	i	-7.4
- O=C(Nc1ccccc1C(F)(F)F)c1cc(-c2ccc(O)cc2)on1
 : -13	1	0	-1	1	12	-1.1	-8	i	2.6
- COc1ccccc1Nc1nc(N)nc(CN2CCN(Cc3ccccc3)CC2)n1
 : 0	1	29	1	-7	-24	0.0	6	i	0.0
- CCn1cc(C(=O)N(CCC(C)C)c2c(N)n(Cc3ccccc3)c(=O)[nH]c2=O)c(=O)c2ccc(C)nc21
 : -2	4	-20	3	-10	8	-1.1	-9	i	-0.2
- CC(C)N1CCc2c(sc(NC(=O)c3ccco3)c2C(N)=O)C1
 : -6	3	7	0	-3	-29	-0.1	1	i	1.3
- Cc1ccc(CN(C(=O)COc2ccc([N+](=O)[O-])cc2)C2CCS(=O)(=O)C2)o1 (stereo unspecified)
 : -4	-15	-3	2	-4	5	-0.2	1	i	0.1
- Cc1ccc(O)c(CNc2ccccn2)c1
 : -7	-5	7	2	1	4	-0.3	1	i	-2.4
- COc1ccc(N/C=C/C(=O)c2ccccc2)cc1
 : 2	-11	-5	1	-4	8	0.3	0	i	0.7
- O=C(Nc1ncc2c(n1)-c1ccccc1OC2)c1ccc(F)cc1
 : -2	2	-11	2	2	-2	-0.1	1	.	0.3
- Nc1ccc(-c2nnc(-c3ccccc3)o2)cc1
 : -6	-1	-10	-2	-1	0	-0.7	-1	.	-1.4
- COC(=O)c1cc(S(=O)(=O)Nc2nn(C)c3ccccc23)oc1C
 : -5	1	0	-2	2	7	-0.2	3	i	-0.7
- CN(Cc1ccccc1)C(=O)CCCn1c(=O)[nH]c2cc(Cl)ccc2c1=O
 : 4	-1	2	-1	-2	3	-1.6	-5	i	-2.2
- CC(=O)NC12CC3CC(C1)CC(C(=O)N(C)CC(=O)Nc1cccc(F)c1)(C3)C2
 : -9	0	4	2	3	9	0.2	0	i	-1.7
- CCC1(c2ccc(Cl)cc2)NC(=O)N(CC(=O)N2CCN(C(=O)c3ccco3)CC2)C1=O (stereo unspecified)
 : 0	1	9	2	1	-6	-0.2	4	i	-1.4
- Cc1ccc(OCc2cn3cccnc3n2)cc1
 : -5	9	-3	-1	-5	5	-1.1	12	i	1.0
- CCC1S/C(=N\S(=O)(=O)c2cccs2)N(C2CCCCC2)C1=O (stereo unspecified)
 : -14	-5	8	4	-1	9	-0.4	-2	i	0.9
- CN1CCN(c2ccc(CNC(=O)C3Cc4c(-c5ccc6c(c5)OCO6)ccnc4O3)cc2)CC1 (stereo unspecified)
 : .	9	15	4	3	-4	-0.2	-5	i	3.1
- CCN1CCN(c2cc(C)c3cc(NC(=S)NCc4cccs4)ccc3n2)CC1
 : -3	-9	0	14	-7	5	-0.1	-13	i	2.2
- CCOc1ccc(N(C)S(=O)(=O)c2cc(-c3cc(C)no3)ccc2C(C)C)cc1
 : -9	-2	-1	4	-6	-5	-0.3	-3	i	4.2
- Cc1ccc(N(CC(=O)NC(C)C)C(=O)CCC(=O)Nc2nccs2)cc1
 : -2	2	-4	-2	2	7	0.1	4	i	0.5
- O=C(Nc1ccc2c3c(cccc13)CC2)c1ccccc1
 : .	2	4	0	-8	0	-0.2	-6	i	-0.8
- CCN(CC)c1ccc(CN(C(=O)c2cccs2)C2CCS(=O)(=O)C2)cc1 (stereo unspecified)
 : -1	-1	12	0	-3	-2	-0.7	-1	i	0.0
- Cc1ccc(NC(=O)CSc2nnc(C)c(=O)[nH]2)cc1C
 : -5	-2	8	-2	3	3	0.4	-2	i	-0.3
- Cn1c(O)c(C2=c3ccccc3=NC2=O)sc1=Nc1ccc(Cl)cc1
 : -21	-3	17	4	-11	-21	0.3	15	i	3.6
- Cc1cc(CNC(=O)c2cccc([N+](=O)[O-])c2C)c2ccccc2n1
 : -5	-9	5	-1	2	1	-0.2	-1	i	3.6
- CC1CCCCC1NC(=O)COc1ncnc2sccc12 (stereo unspecified)
 : -1	2	-16	1	1	4	-0.6	-1	i	-0.4
- COc1ccc2c(c1)CC/C(=C\c1ccc(C)o1)C2=O
 : -9	-19	29	2	-3	-43	-0.2	7	i	2.5

Next part; the last three above are carried over.
Value order: Scp-1 inhibitor	SUMO1 PPI mod	SKN-1 block	STEP inh	DNMT1 block	CendR NRP1 mod	Tb MetRS inh	NadD block	Neddyl block	LMPTP inh
- Cc1cc(CNC(=O)c2cccc([N+](=O)[O-])c2C)c2ccccc2n1
 : -5	-9	5	-1	2	1	-0.2	-1	i	3.6
- CC1CCCCC1NC(=O)COc1ncnc2sccc12 (stereo unspecified)
 : -1	2	-16	1	1	4	-0.6	-1	i	-0.4
- COc1ccc2c(c1)CC/C(=C\c1ccc(C)o1)C2=O
 : -9	-19	29	2	-3	-43	-0.2	7	i	2.5
- CCOc1ccc(NC(=O)CN2C(=O)S/C(=C/c3cccn3C)C2=O)cc1
 : -7	3	4	2	17	-21	-0.5	1	i	0.1
- Cc1c(NC(=O)C2Cc3ccccc3CN2C(=O)c2ccco2)c(=O)n(-c2ccccc2)n1C (stereo unspecified)
 : -7	5	3	2	-2	5	0.1	0	i	-0.8
- Cc1ccc(-n2cc[nH]c2=S)cc1C
 : -2	0	-10	4	4	-20	-0.4	-3	i	0.3
- N#Cc1cccc(NC(=O)COC(=O)c2ccccc2Sc2ccccc2C#N)c1
 : -7	-1	-3	-3	-7	-7	-0.1	-6	i	2.4
- N#Cc1ccc(Cl)cc1NC(=O)COC(=O)c1ccc2c(c1)OCCO2
 : -8	2	-8	-1	-2	11	-0.8	-4	i	0.8
- C/C=C\C=C\C(=O)Nc1cccc(C2=NOC3(C2)C[C@@H](C(N)=O)N(C(=O)C(c2ccccc2)c2ccccc2)C3)c1 (stereo partly specified)
 : -8	-7	22	2	-34	-16	0.7	39*	i	2.0
- CC1(C)CC(=O)C(C(=S)Nc2ccc(F)cc2)=C(NCCN2CCOCC2)C1
 : -4	1	4	-3	-2	9	-0.2	-7	i	-2.1
- COc1cccc(Cn2cc(C(=O)NCCN(C)C)nn2)c1
 : -5	5	6	4	2	-6	-0.5	-6	i	-1.0
- Cc1ccc(/C=C/C(=O)Nc2nnc(SCc3ccc(C#N)cc3)s2)o1
 : -1	5	0	3	44	-19	0.9	15	i	1.3
- Cc1ccc2c(CC(=O)N(C)c3c(N)n(Cc4ccccc4)c(=O)[nH]c3=O)coc2c1
 : -1	-1	8	2	1	2	-0.2	0	i	0.0
- COCCOc1cc(N(CC(=O)N(C)C)S(=O)(=O)c2ccccc2)c(Cl)cc1Cl
 : 6	-2	2	1	-3	5	0.2	0	i	0.0
- Cc1nc2ccc(NC(=S)N3CCCC3)cc2nc1C
 : -1	-5	10	-2	-4	-8	-1.8	1	i	1.7
- O=C(COC(=O)c1cc(S(=O)(=O)N2CCOCC2)ccc1F)NCc1ccco1
 : 2	-2	22	-5	2	2	-0.2	-4	i	-0.2
- CN(C)C(=O)COc1ncnc2sc(-c3ccccc3)cc12
 : -4	-27	-17	3	1	5	-0.5	-5	i	-1.0
- CS(=O)(=O)c1ccc2nc(NC(=O)CCS(=O)(=O)c3ccccc3)sc2c1
 : -1	3	0	1	1	0	0.2	2	i	-1.1
- CC(C)CCOc1ccc(/C=C2\CCn3c2nc2cc(C(=O)O)ccc2c3=O)cc1
 : 36	-8	8	5	12	-121	-0.7	7	.	1.0
- CCc1nc2ccc(C(=O)N3CCN(S(=O)(=O)CC)CC3)cn2c1N(C=O)CCC(C)C
 : .	-1	17	-2	6	-15	-0.1	0	i	-0.2
- O=C(CCS(=O)(=O)c1ccccc1)N1CCOCC1
 : -5	0	7	0	-1	3	-0.4	-4	i	-2.7
- CN1C(=O)CC(C(=O)Nc2ccccc2F)SC1=Nc1ccc2c(c1)OCO2 (stereo unspecified)
 : -7	3	-5	-1	-1	0	-0.8	-3	i	0.9
- Nc1nccnc1C(=O)OCC(=O)N1CCN(S(=O)(=O)c2ccc(Cl)cc2)CC1
 : 1	-19	-2	-3	-2	0	-0.2	8	.	-0.5
- CCN1C(=O)C(CC(=O)Nc2ccc(OC)cc2)N(Cc2cccs2)C1=S (stereo unspecified)
 : -9	0	-8	-2	-3	-2	-1.3	-9	i	0.0
- CC(C)Oc1cccc(NC(=O)C2(C)CCCN2C(=O)C(C)C)c1 (stereo unspecified)
 : .	3	6	-3	-2	-3	-0.1	2	i	-1.1
- CCOC(=O)C1C2C=CC3(CN(Cc4ccccc4)C(=O)C13)O2 (stereo unspecified)
 : -5	7	15	-1	1	0	0.3	-3	i	-0.5
- COC(=O)[C@]1(Cc2ccccc2)N[C@H](CN(C)C(=O)c2ccc(F)cc2)[C@@H]2C(=O)N(Cc3ccccc3)C(=O)[C@@H]21
 : -11	3	-5	3	0	11	0.6	3	i	2.5
- Cc1cc(=O)oc2cc(OCc3cc4c(cc3Cl)OCO4)ccc12
 : -15	1	8	1	-8	0	-1.2	0	i	-0.2
- COc1cc(-c2nc(-c3ccncc3)no2)cc(OC)c1OC
 : -3	3	6	0	2	4	-0.5	-2	i	-0.8
- CC(CCl)n1c(=O)c2ccccc2n1S(C)(=O)=O (stereo unspecified)
 : .	3	9	.	.	5	-0.5	-4	i	-1.7
- Cc1cc(C)c(OCC(=O)OC(C)C(=O)NC2CC2)c(C)c1 (stereo unspecified)
 : -5	5	12	-1	-1	-17	-0.3	-1	i	-0.1
- CCc1nn(CC(=O)NCCCN2CCN(C)CC2)c(=O)c2cc3sc(C)cc3n12
 : -9	-8	1	0	2	15	0.3	1	i	-2.8
- NC(N)=Nc1ccc(N=C(N)N)cc1
 : -11	4	7	-3	0	4	-0.6	-4	i	-4.1
- CCn1cc(C(=O)N[C@@H](C)C(=O)NCCCn2ccnc2)c(=O)c2cc3c(cc21)OCO3
 : -7	6	2	0	0	7	-2.3	-10	i	0.5
